CHRM1 PAM = human CHRM1 positive allosteric modulation; P11229; CHO-K1 hM1, Fluo-8 calcium fluorescence, ACh EC20; 0% = ACh EC20, 100% = maximal ACh; activation, % at 3 µM; 360,000 compounds, 0.088% hits; in the data active means activation above about 19%, passing the limit was not always enough
M1 ag = agonists of human M1 muscarinic receptor. P11229. CHO-K1 hM1, Fluo-8 calcium fluorescence, agonist mode; 0% DMSO, 100% acetylcholine EC100. activation, % at 3 µM. 360,000 compounds, 0.33% hits. AID 588814;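 active means activation above the run's mean compound activation plus 3 SD, cut at about 16% in these data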;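 further: peak over basal fluorescence ratio within a 140 s kinetic read after compound addition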
M4 antag = blocks acetylcholine activation of human M4 receptor; inhibition, % at 3 µM; CHO-hM4 cells, ACh EC80, Fluo-8 calcium fluorescence; 360,000 compounds, 0.73% hits;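 active means inhibition above its plate's cutoff, the mean inhibition of sample wells plus 3 SD, cut at about 27% in these data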;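 further: 0% = acetylcholine EC80 with DMSO and 100% = DMSO without agonist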
Target sequence (P08173 whole entry, looked up): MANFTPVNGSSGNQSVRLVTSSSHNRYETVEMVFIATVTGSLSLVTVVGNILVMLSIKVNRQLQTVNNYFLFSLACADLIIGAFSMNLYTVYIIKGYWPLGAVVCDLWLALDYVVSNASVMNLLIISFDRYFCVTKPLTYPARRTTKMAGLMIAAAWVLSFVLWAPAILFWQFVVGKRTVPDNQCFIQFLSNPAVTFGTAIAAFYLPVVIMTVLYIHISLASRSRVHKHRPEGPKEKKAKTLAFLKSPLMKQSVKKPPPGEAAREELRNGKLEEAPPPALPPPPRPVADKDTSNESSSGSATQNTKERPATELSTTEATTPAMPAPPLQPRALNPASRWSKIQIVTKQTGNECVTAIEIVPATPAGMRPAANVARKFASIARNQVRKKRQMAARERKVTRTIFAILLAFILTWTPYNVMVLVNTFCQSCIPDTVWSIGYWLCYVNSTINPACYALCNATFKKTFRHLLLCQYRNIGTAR
CHRM4 agonist = agonists of human muscarinic M4 receptor (CHRM4); CHO-K1 hM4/Gqi5, Fluo-8 calcium fluorescence; vehicle 0%, full acetylcholine response 100%; activation, % at 3 µM; 360,000 compounds, 0.14% hits;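 active means activation above the run mean over all test wells plus 3 SD, cut at about 32% in these data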;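 further: peak over basal fluorescence ratio per well then scaled between controls; 0% = DMSO wells and 100% = acetylcholine at EC100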
CHRM1 antagonist = antagonists of human M1 muscarinic receptor. CHO-K1 hM1, Fluo-8 calcium fluorescence, ACh EC80 antagonist. 360,000 compounds, 1.3% hits. AID 588852. inhibition, % at 3 µM;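 active means percent inhibition above its own plate's cutoff, namely the mean of that plate's compound wells plus 3 SD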;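 further: peak over basal fluorescence ratio during 140 s after agonist addition; 0% = ACh EC80 plus DMSO and 100% = DMSO alone without agonist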
CHO-K1 Ca antag = M1 antagonist counterscreen hit in parental CHO-K1 cells; ATP-induced calcium, Fluo-8 fluorescence; inhibition, % at 3 µM; 360,000 compounds, 0.6% hits;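 active means inhibition above a per-plate cutoff, the plate's mean sample inhibition plus 3 SD, cut at about 24% in these data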;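 further: 0% = DMSO plus EC80 ATP and 100% = DMSO alone without ATP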
CHO parental Ca = counter-screen: ATP calcium response change in parental CHO cells; parental CHO-K1, ATP-induced calcium, Fluo-8 fluorescence; inhibition, % at 5.6 µM; AID 463079; 330,000 compounds, 0.63% hits;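 active means inhibition above that plate's mean sample inhibition plus 3 SD, cut at about 26% in these data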;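 further: 0% = ATP-challenged DMSO wells and 100% = DMSO wells without ATP; some compounds past the cut are filed as inactive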
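test system = CHO parental line | reagent = ATP stimulus | measured by = intracellular calcium via Fluo-8 no-wash fluorescent dye | control set = ATP and no-ATP DMSO wells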
OXTR potentiate = potentiators of human oxytocin receptor | P30559 | CHO-OTR cells, Fluo-8 calcium fluorescence, potentiator mode; 0% = oxytocin EC15, 100% = EC100 | activation, % at 3 µM | 320,000 compounds, 0.061% hits;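 active means activation above that plate's cutoff, the mean activation of tested compounds plus 3 SD, cut at about 6.6% in these data, passing the limit was not always enough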;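 further: 100% uses oxytocin at 75 nM as the full agonist control; some results filed as inactive read as strong as hits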
Target sequence (P30559 whole entry, looked up): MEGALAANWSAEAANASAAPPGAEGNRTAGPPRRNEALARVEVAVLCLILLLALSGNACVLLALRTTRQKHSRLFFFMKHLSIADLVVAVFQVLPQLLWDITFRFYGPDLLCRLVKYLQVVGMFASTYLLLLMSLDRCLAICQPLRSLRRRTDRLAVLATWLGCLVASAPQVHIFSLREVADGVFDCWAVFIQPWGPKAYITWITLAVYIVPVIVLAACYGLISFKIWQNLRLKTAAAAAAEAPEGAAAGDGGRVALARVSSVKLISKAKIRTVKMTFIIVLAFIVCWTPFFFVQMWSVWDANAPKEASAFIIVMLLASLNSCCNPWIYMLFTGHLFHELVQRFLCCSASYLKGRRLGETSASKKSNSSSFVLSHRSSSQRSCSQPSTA
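assay system = CHO-OTR cells, human receptor | schedule = compound 6 min at room temperature before oxytocin, 100 s read | detection = Fluo-8 intracellular calcium fluorescence, ex 470-495, em 515-575 nm | evaluation = normalized max/min fluorescence ratio, % activation | control set = EC15 oxytocin alone as 0%, 75 nM oxytocin (EC100) as 100%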
M1 ag parental = counter-screen for M1 agonists: effect in parental CHO-K1 cells; activation, % at 3 µM; 360,000 compounds, 0.48% hits; AID 602248; Fluo-8 calcium fluorescence; scaled to maximal ATP response, vehicle zero; in the data active means activation above about 15%;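 further: untransfected CHO-K1 host cells lacking M1 receptor as counterscreen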
* marks the source's active call; other numbers are inactive results.

How did CNC(=S)Nc1cccc(-c2cnc3ccccc3n2)c1 do in these assays?
CHRM1 PAM: 6; M1 ag: -3; M4 antag: -9; CHRM4 agonist: 4; CHRM1 antagonist: -14; CHO-K1 Ca antag: -18; CHO parental Ca: -16; OXTR potentiate: -1; M1 ag parental: 2.5

What do the screens show for `CCOC1=C2[C@@H](CN(S(=O)(=O)c3ccc(C)cc3)[C@H]2c2ccccc2Cl)[C@H]2C(=O)N(C(C)(C)C)C(=O)[C@H]2C1`?
CHRM1 PAM: 11; M1 ag: 1; M4 antag: -1; CHRM4 agonist: -2; CHRM1 antagonist: 1; CHO-K1 Ca antag: 27*; M1 ag parental: -0.4

What do the screens show for `COc1cccc(NC(=O)CSc2nnc(C)s2)c1`?
CHRM1 PAM: 8; M1 ag: -4; M4 antag: 5; CHRM4 agonist: 0; CHRM1 antagonist: -7; CHO-K1 Ca antag: 0; CHO parental Ca: -3; OXTR potentiate: 3; M1 ag parental: 0.2

How did O=C(CCN1C(=O)C2C3CCC(C3)C2C1=O)Nc1ccccc1C(F)(F)F (stereo not drawn) do in these assays?
CHRM1 PAM: 6; M1 ag: -4; M4 antag: 1; CHRM4 agonist: 0; CHRM1 antagonist: -4; CHO-K1 Ca antag: -4; CHO parental Ca: -6; OXTR potentiate: -8; M1 ag parental: 0.6

What do the screens show for `Cn1nc(C(C)(C)C)cc1N1C(=O)CCC1(C)C(=O)Nc1ccc2ccccc2c1` (stereo not drawn)?
CHRM1 PAM: -2; M1 ag: 6; M4 antag: -5; CHRM4 agonist: 3; CHRM1 antagonist: 13; CHO-K1 Ca antag: 15; M1 ag parental: 0.9

How did CC(C)(C)c1csc(NC(=O)c2ccc3nccnc3c2)n1 do in these assays?
CHRM1 PAM: -5; M1 ag: -2; M4 antag: 3; CHRM4 agonist: 6; CHRM1 antagonist: 17; CHO-K1 Ca antag: 14; CHO parental Ca: -18; OXTR potentiate: 9; M1 ag parental: 1.0

What do the screens show for `Cc1cccc(S(=O)(=O)NNC(=O)c2cc(-c3ccc(F)cc3)nc3ccccc23)c1`?
CHRM1 PAM: 0; M1 ag: -3; M4 antag: 2; CHRM4 agonist: 2; CHRM1 antagonist: 4; CHO-K1 Ca antag: -2; CHO parental Ca: -22; OXTR potentiate: -24; M1 ag parental: -0.1

What do the screens show for `CN(C)/C=N/c1nccc(-c2cccs2)n1`?
CHRM1 PAM: 8; M1 ag: -4; M4 antag: -12; CHRM4 agonist: 1; CHRM1 antagonist: -7; CHO-K1 Ca antag: -14; CHO parental Ca: 4; OXTR potentiate: -11; M1 ag parental: 0.0

What do the screens show for `C/C(=N\NC(=O)c1ccc(O)cc1)c1cc2ccccc2o1`?
CHRM1 PAM: 4; M1 ag: -3; M4 antag: 4; CHRM4 agonist: 1; CHRM1 antagonist: 2; CHO-K1 Ca antag: -1; CHO parental Ca: 11; OXTR potentiate: -13; M1 ag parental: 0.4

How did Cc1cccc2c1N1C(=O)c3c(C(=O)O)cccc3C1CC2C (stereo not drawn) do in these assays?
CHRM1 PAM: -6; M1 ag: -1; M4 antag: -8; CHRM4 agonist: 0; CHRM1 antagonist: -10; CHO-K1 Ca antag: 6; CHO parental Ca: 3; OXTR potentiate: 2; M1 ag parental: -0.1

How did CCCCC(=O)Nc1sc(C(=O)N(CC)CC)c(C)c1C(=O)OC do in these assays?
CHRM1 PAM: 9; M1 ag: -3; M4 antag: -1; CHRM4 agonist: 1; CHRM1 antagonist: -11; CHO-K1 Ca antag: -5; CHO parental Ca: -21; OXTR potentiate: -23; M1 ag parental: 0.3

How did COc1cc(OC)cc(-c2nc3nc(C)c(CCC(=O)NCc4ccco4)c(C)n3n2)c1 do in these assays?
CHRM1 PAM: 4; M1 ag: -7; M4 antag: 2; CHRM4 agonist: -1; CHRM1 antagonist: -3; CHO-K1 Ca antag: 1; CHO parental Ca: -28; OXTR potentiate: -1; M1 ag parental: 0.0

What do the screens show for `Cc1noc(C)c1C(=O)NC(C)C12CC3CC(CC(C3)C1)C2` (stereo not drawn)?
CHRM1 PAM: 5; M1 ag: -9; M4 antag: -9; CHRM4 agonist: 0; CHRM1 antagonist: -7; CHO-K1 Ca antag: 1; CHO parental Ca: -3; OXTR potentiate: -12; M1 ag parental: 1.2

What do the screens show for `COC(=O)[C@]1(C)N[C@H](CN(C)S(=O)(=O)c2ccccc2)[C@@H]2C(=O)N(Cc3ccccc3)C(=O)[C@@H]21`?
CHRM1 PAM: 16; M1 ag: 2; M4 antag: -21; CHRM4 agonist: 0; CHRM1 antagonist: -4; CHO-K1 Ca antag: -2; CHO parental Ca: -10; OXTR potentiate: 2; M1 ag parental: -0.3

How did N#Cc1c(SCC(=O)Nc2nc3ccc(Br)cc3s2)sc2c(O)cc(=O)[nH]c12 do in these assays?
CHRM1 PAM: 7; M1 ag: 0; M4 antag: -5; CHRM4 agonist: 3; CHRM1 antagonist: -11; CHO-K1 Ca antag: -13; CHO parental Ca: 6; OXTR potentiate: -2; M1 ag parental: -0.5

Results for CC(NC(=O)c1ccccc1F)C12CC3CC(CC(C3)C1)C2 (stereo not drawn) ?
CHRM1 PAM: 2; M1 ag: -5; M4 antag: -6; CHRM4 agonist: 0; CHRM1 antagonist: -13; CHO-K1 Ca antag: -8; CHO parental Ca: -17; OXTR potentiate: -5; M1 ag parental: -0.5

What do the screens show for `COc1ccc(S(=O)(=O)CCc2nnc(NC(=O)c3ccc(F)cc3)s2)cc1`?
CHRM1 PAM: 11; M1 ag: 0; M4 antag: -4; CHRM4 agonist: 2; CHRM1 antagonist: -10; CHO-K1 Ca antag: -10; CHO parental Ca: 1; OXTR potentiate: -3; M1 ag parental: 1.1

Results for O=C(CC1(O)C(=O)Nc2ccccc21)c1ccccc1 (stereo not drawn) ?
CHRM1 PAM: 8; M1 ag: -3; M4 antag: -18; CHRM4 agonist: 1; CHRM1 antagonist: -16; CHO-K1 Ca antag: -8; CHO parental Ca: 1; OXTR potentiate: -3; M1 ag parental: 0.2

What do the screens show for `Cc1cc(C(=O)Nc2nc(C)c(C(=O)N(C)C)s2)ccc1[N+](=O)[O-]`?
CHRM1 PAM: 10; M1 ag: -9; M4 antag: 4; CHRM4 agonist: 1; CHRM1 antagonist: 1; CHO-K1 Ca antag: -1; CHO parental Ca: -4; OXTR potentiate: 3; M1 ag parental: 1.6

Results for O=S(=O)(O)Sc1ccccc1 ?
CHRM1 PAM: 12; M1 ag: 1; M4 antag: -18; CHRM4 agonist: 0; CHRM1 antagonist: 1; CHO-K1 Ca antag: -3; M1 ag parental: -0.3

What do the screens show for `CCOc1cc(/C=C/c2cccc[n+]2C)ccc1O`?
CHRM1 PAM: 13; M1 ag: -9; M4 antag: 5; CHRM4 agonist: 0; CHRM1 antagonist: -18; CHO-K1 Ca antag: 8; CHO parental Ca: -2; OXTR potentiate: 1; M1 ag parental: 0.8

What do the screens show for `CCN(CC(=O)Nc1ccccc1C(F)(F)F)C(=O)c1cc2c(s1)CCCCC2`?
CHRM1 PAM: 3; M1 ag: 2; M4 antag: -10; CHRM4 agonist: 7; CHRM1 antagonist: -16; CHO-K1 Ca antag: 11; CHO parental Ca: -5; OXTR potentiate: -10; M1 ag parental: 0.8

Results for CC(C)c1ccc(Nc2nnc(SCC(=O)c3nnc(-c4ccccc4)o3)s2)cc1 ?
CHRM1 PAM: 4; M1 ag: -6; M4 antag: 7; CHRM4 agonist: 0; CHRM1 antagonist: -4; CHO-K1 Ca antag: -9; CHO parental Ca: 4; OXTR potentiate: 2; M1 ag parental: 0.2

How did Cc1ccc(S(=O)(=O)N2CCN(C(=O)C3CC3C)CC2)c(C)c1 (stereo not drawn) do in these assays?
CHRM1 PAM: -3; M1 ag: -2; M4 antag: 3; CHRM4 agonist: 1; CHRM1 antagonist: 9; CHO-K1 Ca antag: 2; CHO parental Ca: -12; OXTR potentiate: 0; M1 ag parental: 0.4

How did COc1ccc(/C=C/C(=O)c2c(C)nc3ccccn23)cc1 do in these assays?
CHRM1 PAM: 8; M1 ag: -2; M4 antag: 6; CHRM4 agonist: 0; CHRM1 antagonist: -13; CHO-K1 Ca antag: 9; CHO parental Ca: -15; OXTR potentiate: -3; M1 ag parental: 0.1

Results for NS(=O)(=O)c1ccc(CNC(=O)C2CCCN2C(=O)c2cccs2)cc1 (stereo not drawn) ?
CHRM1 PAM: 4; M1 ag: 0; M4 antag: 2; CHRM4 agonist: 0; CHRM1 antagonist: -7; CHO-K1 Ca antag: -8; CHO parental Ca: -3; OXTR potentiate: 4; M1 ag parental: -0.2

How did Cn1nc(C(C)(C)C)cc1NC(=O)Nc1ccc(Cl)cc1 do in these assays?
CHRM1 PAM: 6; M1 ag: -2; M4 antag: 10; CHRM4 agonist: 4; CHRM1 antagonist: -5; CHO-K1 Ca antag: 2; CHO parental Ca: -5; OXTR potentiate: -15; M1 ag parental: 1.1

How did COc1ccc(C2CC(c3cccs3)=NN2S(C)(=O)=O)cc1 (stereo not drawn) do in these assays?
CHRM1 PAM: 7; M1 ag: -4; M4 antag: -9; CHRM4 agonist: 1; CHRM1 antagonist: -13; CHO-K1 Ca antag: -12; CHO parental Ca: 4; OXTR potentiate: -3; M1 ag parental: 0.9

Results for CCOC(=O)/C=C1\SCC(=O)N1CC(=O)NC(C)c1ccccc1 (stereo not drawn) ?
CHRM1 PAM: 4; M1 ag: -5; M4 antag: 6; CHRM4 agonist: 0; CHRM1 antagonist: 1; CHO-K1 Ca antag: 0; CHO parental Ca: -10; OXTR potentiate: -4; M1 ag parental: 0.2

What do the screens show for `CN(C)CCCN1C(=O)c2cccc3cccc(c23)C1=O`?
CHRM1 PAM: 7; M1 ag: -6; M4 antag: 2; CHRM4 agonist: 1; CHRM1 antagonist: -21; CHO-K1 Ca antag: -10; CHO parental Ca: -9; OXTR potentiate: 5; M1 ag parental: 0.3

What do the screens show for `Cc1cc(C)cc(NC(=O)c2nnn(Cc3cc(C)ccc3C)c2N)c1`?
CHRM1 PAM: -3; M1 ag: 26*; M4 antag: 15; CHRM4 agonist: 32*; CHRM1 antagonist: 6; CHO-K1 Ca antag: 21; CHO parental Ca: 68*; OXTR potentiate: -27; M1 ag parental: 3.4

What do the screens show for `CC1=CCC(C(=O)O)(C(=O)N/N=C/c2cccs2)C(c2ccc(F)cc2)C1` (stereo not drawn)?
CHRM1 PAM: 7; M1 ag: -2; M4 antag: -6; CHRM4 agonist: -1; CHRM1 antagonist: -13; CHO-K1 Ca antag: -16; CHO parental Ca: -12; OXTR potentiate: -10; M1 ag parental: -0.1

Gathered by group, the compounds so far with a CF3 group.
How did O=C(CCN1C(=O)C2C3CCC(C3)C2C1=O)Nc1ccccc1C(F)(F)F (stereo not drawn) do in these assays?
CHRM1 PAM: 6; M1 ag: -4; M4 antag: 1; CHRM4 agonist: 0; CHRM1 antagonist: -4; CHO-K1 Ca antag: -4; CHO parental Ca: -6; OXTR potentiate: -8; M1 ag parental: 0.6

What do the screens show for `CCN(CC(=O)Nc1ccccc1C(F)(F)F)C(=O)c1cc2c(s1)CCCCC2`?
CHRM1 PAM: 3; M1 ag: 2; M4 antag: -10; CHRM4 agonist: 7; CHRM1 antagonist: -16; CHO-K1 Ca antag: 11; CHO parental Ca: -5; OXTR potentiate: -10; M1 ag parental: 0.8

Compound activity deposited in PubChem by The Scripps Research Institute Molecular Screening Center.
